Source: PubChem BioAssay
DT40 TDP1 CPT = DT40-hTDP1 cell growth loss with CPT. Potency, µM (doses to about 46.2 µM), inactives show at the highest dose activity change, negative = growth inhibition, hits mostly inhibitors. chicken DT40 Tdp1-/-;hTDP1 cells + 20 nM CPT, ATP luminescence, 48 h. actives 12% (n = 420,000); note: nearly all actives have a fitted effect of over 55% in size
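Cell growth measured by CellTiter-Glo luminescence after a minimum 48 h, 37 C compound exposure with 20 nM CPT in Tdp1-knockout DT40 cells stably expressing hTDP1, seeded 400/well; qHTS titration format.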
KAT2A inh = blocks human GCN5L2 histone acetyltransferase | AID 504327 | Potency, µM (highest dose often 58.9 µM), inactives show at the top dose activity change, negative = inhibition, most hits filed as inhibitors | actives 0.21% (n = 390,000) | Q92830 | GCN5L2 HAT assay, ThioGlo1 CoA-SH fluorescence
Target sequence (Q92830 whole entry, looked up): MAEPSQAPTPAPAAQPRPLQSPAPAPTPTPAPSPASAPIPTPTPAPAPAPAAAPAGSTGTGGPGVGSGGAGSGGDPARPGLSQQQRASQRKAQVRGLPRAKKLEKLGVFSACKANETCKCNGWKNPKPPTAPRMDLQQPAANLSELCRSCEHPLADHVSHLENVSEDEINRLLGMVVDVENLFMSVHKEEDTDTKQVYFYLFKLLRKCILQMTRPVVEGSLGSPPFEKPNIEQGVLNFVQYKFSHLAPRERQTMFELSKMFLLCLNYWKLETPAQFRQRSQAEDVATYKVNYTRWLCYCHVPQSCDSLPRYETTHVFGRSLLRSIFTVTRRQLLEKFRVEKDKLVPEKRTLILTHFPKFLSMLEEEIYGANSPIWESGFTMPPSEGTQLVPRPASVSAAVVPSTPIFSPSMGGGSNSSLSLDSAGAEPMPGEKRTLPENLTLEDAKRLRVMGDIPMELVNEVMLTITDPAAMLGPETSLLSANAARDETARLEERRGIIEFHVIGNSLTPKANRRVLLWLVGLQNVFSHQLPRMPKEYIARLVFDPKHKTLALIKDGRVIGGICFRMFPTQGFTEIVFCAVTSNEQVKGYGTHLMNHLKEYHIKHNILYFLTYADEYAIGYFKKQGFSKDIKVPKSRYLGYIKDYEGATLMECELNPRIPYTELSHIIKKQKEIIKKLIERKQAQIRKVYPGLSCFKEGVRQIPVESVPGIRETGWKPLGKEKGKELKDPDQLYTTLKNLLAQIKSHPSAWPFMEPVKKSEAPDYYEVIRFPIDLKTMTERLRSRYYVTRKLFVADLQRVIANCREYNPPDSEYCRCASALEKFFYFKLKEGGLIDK
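qHTS, 1536-well. 20nM enzyme, pH 7.5 HEPES/EDTA/Tween-20 buffer; 15 min compound preinc., RT. Start: 75uM H3(1-25), 70uM AcCoA, 50uM ThioGlo1. Read Ex340/Em540 at t=0 (autofluorescence flag) and t=20 min.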
TDP1 cell noCPT = qHTS for Inhibitors of human tyrosyl-DNA phosphodiesterase 1 (TDP1): qHTS in cells in absence of CPT; DT40 Tdp1-/- hTDP1 cells, no CPT, ATP luminescence, 48 h; Potency, µM (series often up to 46.2 µM), for the others: top-dose activity change, negative = growth inhibition, most hits filed as inhibitors; actives 15% (n = 420,000); AID 686978, 2013; note: nearly all actives have a fitted effect of over 55% in size
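Cells were dispensed at 400 per well, compounds added by pin tool, plates incubated ≥48 hr at 37 °C, then CellTiter-Glo added for 30 min at room temperature before luminescence reading. Line: DT40 Tdp1-/- complemented with hTDP1; camptothecin omitted.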
* = called active by the depositor; ? = inconclusive; · = no result given; [ ] = dose if it differs, or a comment. Calls come from the whole dose curve; as a rule, active = well fitted curve in the direction sought with a large enough effect; inconclusive = small, poorly fitted or top-dose-only effect, or another doubt; inactive = no such curve, though single readings can be large; an effect the other way counts as inactive or inconclusive. % is set by controls: 0 for no effect and ±100 for the full control effect; potency is the fitted concentration of half-maximal effect.

SMILES	DT40 TDP1 CPT	KAT2A inh	TDP1 cell noCPT
COCCCNC(=O)c1ccc(Cn2c(=O)c3ccccc3n(Cc3ccc(Cl)cc3)c2=O)cc1	?	-1%	?
CCCC(C(=O)N(C)CC(=O)Nc1ccc(N2CCOCC2)cc1)c1ccccc1 (centres undefined)	-11%	-7%	-15%
CCOc1ccc(NC(=O)c2ccccc2OCC(=O)c2ccc(C)cc2)cc1	-16%	-3%	-26%
Cc1ccc(Cn2cc(CCC(=O)NC3CCC(C)CC3)c3ccccc32)cc1 (centres undefined)	?	-7%	13µM*
O=c1cc(-c2ccc(Cl)cc2)[nH][nH]1	9%	4%	-9%
COC(=O)[C@]12CCCCC=C1N(Cc1ccc3c(c1)OCO3)C(=O)[C@H](CC(=O)NCc1ccccc1)C2	?	·	?
COc1ccccc1-c1ccnc(-n2ncc(C(=O)NC(c3cccnc3)C(F)(F)F)c2C)n1 (centres undefined)	-5%[9.04 µM]	·	?
COc1ccc(OC)c(NC(=O)c2ccccc2N(C)S(=O)(=O)c2ccc(C)cc2)c1	?	-8%	?
COc1ccccc1-c1nc(SCC(=O)Nc2cc(C)on2)c2c(=O)n(C)c(=O)n(C)c2n1	-25%	1%	-25%
O=C(Nc1ncccn1)C12CC3CC(CC(C3)C1)C2	41%[activator]	-1%	3%
CC(C)CCNC(=O)Cn1cc(S(=O)(=O)Cc2ccc(F)cc2)c2ccccc21	26µM*	-25%	?
O=C(NCc1cccs1)c1csc2ccccc12	-12%	-2%	-10%

Another view of part of the listing above:
> CCCC(C(=O)N(C)CC(=O)Nc1ccc(N2CCOCC2)cc1)c1ccccc1 (centres undefined)
  DT40 TDP1 CPT: -11%	KAT2A inh: -7%	TDP1 cell noCPT: -15%
> CCOc1ccc(NC(=O)c2ccccc2OCC(=O)c2ccc(C)cc2)cc1
  DT40 TDP1 CPT: -16%	KAT2A inh: -3%	TDP1 cell noCPT: -26%
> Cc1ccc(Cn2cc(CCC(=O)NC3CCC(C)CC3)c3ccccc32)cc1 (centres undefined)
  DT40 TDP1 CPT: ?	KAT2A inh: -7%	TDP1 cell noCPT: 13µM*
> O=c1cc(-c2ccc(Cl)cc2)[nH][nH]1
  DT40 TDP1 CPT: 9%	KAT2A inh: 4%	TDP1 cell noCPT: -9%

Next part:
SMILES	DT40 TDP1 CPT	KAT2A inh	TDP1 cell noCPT
COCCN(C(=O)CCC(=O)Nc1ccccn1)C(C(=O)NC(C)(C)C)c1ccc(OC)cc1 (centres undefined)	11%	-2%	-5%
CC(C)NC(=O)C1C(c2ccc(C(F)(F)F)cc2)=Nc2ccccc2N1C(=O)c1ccccc1 (centres undefined)	?	·	?
CCOc1ccc(NC(=O)Nc2nnc(N3CCCCC3C)s2)cc1 (centres undefined)	23µM*	-5%	23µM*
O=C(CN1C(=O)COc2ccc(Cl)cc21)NCC1CCCO1 (centres undefined)	-47%	1%	19%
Cc1ccc([C@@H]2CC(=O)[C@@H]3CN(S(=O)(=O)c4ccc(C)cc4)[C@H](c4ccc(Cl)cc4)C[C@@H]3N2S(=O)(=O)c2ccc(C)cc2)cc1	7%	·	?
COc1ncnc2c1ncn2CCCNCc1ccccn1	2%	·	-11%
C[C@@H]1COc2cc(N3CC[C@H](O)C3)ccc2S(=O)(=O)N1	2%	·	1%
CCNC(=O)c1cc2c(c(-c3cccc(-c4cccc(C(=O)N(C)C)c4)c3)n1)[C@@H](CCO)N(S(=O)C(C)(C)C)C2 (some centres undefined)	?	·	21µM*
CCOC(=O)c1ccccc1NC(=O)CSc1ncc(C(=O)OCC)c(N)n1	?	-5%	?
Cc1cc(Br)cn2c(Cc3cccc(Cl)c3)c(-c3ccco3)nc12	?	·	21µM*
CC(C)CCN(C(=O)Nc1ccc(Cl)c(Cl)c1)C1CCN(C(C)C)CC1	15µM*	-2%	15µM*
S=C(NCC1CCCO1)N1CCN(c2nc(-c3ccc(Cl)cc3)cs2)CC1 (centres undefined)	16µM*	-10%	15µM*

The listing continues:
SMILES	DT40 TDP1 CPT	KAT2A inh	TDP1 cell noCPT
CCN1CCN(CCNC(=O)c2ccc3nc(-c4cccc(C)c4)c(-c4cccc(C)c4)nc3c2)CC1	16µM*	-8%	16µM*
Cn1ncc(Cl)c1C(=O)Nc1ccc2c(c1)OCO2	1%	-1%	-4%
CCOC(=O)NC(NCC(O)c1ccccc1)(C(F)(F)F)C(F)(F)F (centres undefined)	10%	2%	-6%
Cc1ccc(C(=O)C2COC(=O)C2)cc1 (centres undefined)	?	1%	?
O=C(NC1CC1)c1ccc(-c2ccccc2)cc1	?	-17%	12µM*
Cn1ncc2c(=O)[nH]nnc21	25%	·	-2%
CCc1sc(C(=O)NCc2ccco2)cc1C	-28%	-4%	?
Cc1cc(C(=O)N2CCCC(N3CCN(c4cccc(C(F)(F)F)c4)CC3)C2)c(C)o1 (centres undefined)	16µM*	?	12µM*
CCCN1CCC(=O)N([C@H](COc2ccccc2)Cc2ccccc2)CC1	26µM*	0%	?
C=CCN1CC(=O)N2C(c3ccccc3)c3[nH]c4ccccc4c3C[C@H]2C1=O (some centres undefined)	?	-9%	18µM*
N#CCNc1ccc([N+](=O)[O-])cc1C#N	-3%	1%	-26%
CN(C(=O)COC(=O)/C=C/c1ccc2ccccc2n1)c1c(N)n(Cc2ccccc2)c(=O)[nH]c1=O	?	-2%	?

(further entries)
SMILES	DT40 TDP1 CPT	KAT2A inh	TDP1 cell noCPT
C[C@H](NS(=O)(=O)c1ccc2c(c1)OCCCO2)C(=O)N1CCN(Cc2ccccc2)CC1	-24%	-3%	-24%
CN(CC(=O)Nn1cnnc1)S(=O)(=O)c1ccc(Br)cc1	-11%	2%	-1%
COc1ccc(OC)c(CN2C(=O)c3ccccc3C2C(=O)NCc2cccnc2)c1 (centres undefined)	-4%	-3%	-12%
CC(C)(C)C(=O)NC(c1ccccc1)c1c(O)ccc2ccccc12 (centres undefined)	?	-1%	?
CCc1nnc(NC(=O)C2CCCCC2)s1	-27%	-6%	-4%
CCOC(=O)C(NC(=O)CC)(Nc1cc(C)on1)C(F)(F)F (centres undefined)	-3%	-1%	-18%
CC(=O)OCC1OC(Sc2cccc3cccnc23)C(OC(C)=O)C(OC(C)=O)C1OC(C)=O (centres undefined)	?	-6%	?
COc1ccc(C(C)(O)c2nc(-c3cc(F)cc(F)c3)cs2)cc1 (centres undefined)	?	·	16µM*
C=C(C)[C@@H]1CC=C(CN2CCC(N3CCC(C(=O)N4CCCC4)CC3)CC2)CC1	21µM*	-4%	21µM*
S=c1[nH]nc(-c2ccc(Br)o2)n1Cc1ccccc1	?	-5%	21µM*
COc1ccccc1N1CCN(S(=O)(=O)c2cc(C(=O)Nc3ccc(Oc4ccccc4)cc3)ccc2F)CC1	3.3µM*	4%	5.8µM*
CC1CCN(c2ccc3c(c2)S(=O)(=O)c2cccc(C(=O)O)c2C3=O)CC1	2%	0%	9%

Single records, as listed above:
CCc1nnc(NC(=O)C2CCCCC2)s1 as listed: DT40 TDP1 CPT = -27%; KAT2A inh = -6%; TDP1 cell noCPT = -4%
COc1ccc(OC)c(CN2C(=O)c3ccccc3C2C(=O)NCc2cccnc2)c1 (centres undefined) as listed: DT40 TDP1 CPT = -4%; KAT2A inh = -3%; TDP1 cell noCPT = -12%

Other structures follow:
Order of values – DT40 TDP1 CPT | KAT2A inh | TDP1 cell noCPT
> Cc1c(C(=O)NC(C)(C)CO)sc2ncnc(NCCN(C)C)c12
→ 12%[9.04 µM] | · | -10%
> COc1cc2ccc(C(C)=O)c(O)c2cc1OC
→ 9% | · | ?
> COc1cc(C2c3cc4c(cc3OC(NNC(N)=S)C2C)OCO4)cc(OC)c1OC (centres undefined)
→ 1.3µM* | · | 0.92µM*
> N#Cc1cccc(NC(=O)CCNS(=O)(=O)c2ccc3c(c2)CCN3C(=O)C2CC2)c1
→ ? | -7% | ?
> Cn1c(=O)[nH]c(=O)c2c1nc(NCCCn1ccnc1)n2Cc1cccc(Br)c1
→ ? | 0% | -8%
> COC(=O)c1cccc(N(C(=O)c2ccco2)C(C(=O)NC2CCCC2)c2ccco2)c1 (centres undefined)
→ ? | -4% | ?
> Fc1cccc(CSc2nnc3c(n2)[nH]c2ccccc23)c1
→ -20% | -7% | -8%
> O=C(Nc1ccccc1)Nc1ccc(NC(=O)c2ccccc2O)cc1
→ -21% | 3% | -13%
> CCOc1ccc(NC(=O)CN2C(=O)COc3ccc(S(=O)(=O)N4CCCCC4)cc32)cc1
→ ? | -11% | -26%
> Cc1cc(C)cc(N=Cc2[nH]c3ccc(Br)c(Cl)c3c2O)c1
→ 16µM* | 1% | ?
> Cc1ccc(NC(=O)[C@H](C)NC(=O)C2CCN(C(=O)[C@H](CC(C)C)NC(=O)OC(C)(C)C)CC2)cc1
→ -8% | 1% | 11%
> CC(=O)NCc1ccc(S(=O)(=O)N/N=C/c2ccc(N(C)C)cc2)cc1
→ 1% | -2% | 2%
> CCCCC(=O)Nc1cccc(NC(=O)c2ccccc2Br)c1
→ ? | -6% | -15%
> CC(=O)c1cccc(NC(=O)/C(=C\c2cccnc2)NC(=O)c2ccccc2)c1
→ 3% | 1% | ?
> CN(C)/C=N/c1nc2nccc(-c3ccc(F)cc3)n2n1
→ 11% | ? | 1%

Grouped by structure, the entries above with a furan ring, fused or not (5)
Order of values – DT40 TDP1 CPT | KAT2A inh | TDP1 cell noCPT
> Cc1cc(Br)cn2c(Cc3cccc(Cl)c3)c(-c3ccco3)nc12
→ ? | · | 21µM*
> CCc1sc(C(=O)NCc2ccco2)cc1C
→ -28% | -4% | ?
> Cc1cc(C(=O)N2CCCC(N3CCN(c4cccc(C(F)(F)F)c4)CC3)C2)c(C)o1 (centres undefined)
→ 16µM* | ? | 12µM*
> S=c1[nH]nc(-c2ccc(Br)o2)n1Cc1ccccc1
→ ? | -5% | 21µM*
> COC(=O)c1cccc(N(C(=O)c2ccco2)C(C(=O)NC2CCCC2)c2ccco2)c1 (centres undefined)
→ ? | -4% | ?

(further entries)
Order of values – DT40 TDP1 CPT | KAT2A inh | TDP1 cell noCPT
> CCc1ccc(NC(=O)C(=O)NCC(c2cccnc2)N2CCOCC2)cc1 (centres undefined)
→ ? | -9% | ?
> O=C(c1c[nH]c(C(=O)C(Cl)(Cl)Cl)c1)c1ccccc1Br
→ ? | -2% | ?
> Cc1ccc(S(=O)(=O)Nc2nc3ccccc3nc2N2CCOCC2)cc1
→ -3% | -3% | -9%
> CCCn1c(SCC(=O)NCCc2ccccc2)nnc1-c1ccco1
→ -25% | 2% | -9%
> CCn1c(CNC(=O)c2ccc(OC)cc2)nnc1SCC(=O)Nc1ccc(OC)cc1
→ -3% | -1% | -9%
> O=C(Nc1cccc(NC(=O)c2ncn[nH]2)c1)c1cccc(Cl)c1
→ -13% | -8% | -8%
> Cc1c(C(=O)NCC2CCCN(C)C2)cnn1-c1ncc2c(n1)-c1ccccc1CCC2 (centres undefined)
→ -5%[9.04 µM] | · | -12%
> CN(C)S(=O)(=O)N1CCN(C(=O)c2cccs2)CC1
→ 2% | -3% | 0%

Not all compounds are listed; rates above refer to the full screens.
